core dimer inh: blocks dimerization of HCV core protein; TR-FRET GST/Flag-core106 dimerization, 1536-well; inhibition, % at 5 µM; hit rate 0.33% among 300,000; AID 1899;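 active means inhibition above the mean of all tested compounds plus 3 SD, set per screening campaign, cut at about 45% in these data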
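assay system = GST-tagged and Flag-tagged HCV core protein residues 1-106 | controls = unlabelled core106 and no-GST-core106 wells | incubation = compound-protein-antibody incubation 4 h at 22.5 °C | probe or stimulus = Eu donor and XL665 acceptor anti-tag antibodies | read-out = % inhibition based on acceptor/donor emission ratio | signal = TR-FRET 671 and 617 nm emission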
TPT1 inhibitor: C. albicans TPT1 enzyme inhibition; recombinant caTPT1, FP RNA substrate dephosphorylation; AID 1962; inhibition, % at 5 µM; hit rate 0.81% among 300,000;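 active means inhibition above the mean of all tested compounds plus 3 SD, set per screening campaign, cut at about 24% in these data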;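 further: plate controls were DMSO alone for no effect and ferristatin control at 100 nM for full effect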
GASC-1 inh: human JMJD2C demethylase inhibition; hit rate 0.069% among 330,000; inhibition, % at 2.35 µM; GST-JMJD2C(1-420) H3K9me3 demethylation, DELFIA europium; AID 2099;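 active means more than half of a compound's replicate wells show inhibition beyond 50%, single wells judged on their own value; inconclusive means some, but no more than half, of replicates pass 50% inhibition; inactive means no replicate passes 50% inhibition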;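 further: signal counts dimethyl H3K9 product captured on neutravidin plate; 0% = median of DMSO wells and 100% = 0.3 times that DMSO median; strong numbers were not always called active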
LYPLA2 inh: LYPLA2 (human) inhibition in PME1 counter-screen; O95372; recombinant LYPLA2, FP-Rh probe fluorescence polarization; inhibition, % at 5.9 µM; hit rate 0.38% among 320,000; AID 2177;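 active means inhibition above the screen-wide mean plus 3 SD, limit set per campaign, cut at about 26% in these data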;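 further: 0% = LYPLA2 with DMSO and 100% = wells lacking LYPLA2 enzyme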
Target sequence (O95372 whole entry, looked up): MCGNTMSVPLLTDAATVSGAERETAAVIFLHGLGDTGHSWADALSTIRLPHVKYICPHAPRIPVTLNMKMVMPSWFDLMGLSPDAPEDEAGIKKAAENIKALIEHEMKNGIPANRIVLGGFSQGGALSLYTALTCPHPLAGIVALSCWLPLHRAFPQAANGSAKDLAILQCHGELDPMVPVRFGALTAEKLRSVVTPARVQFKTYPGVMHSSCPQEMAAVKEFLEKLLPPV
Efflux pump inh: blocks antifungal efflux pumps in multiplex yeast assay | S. cerevisiae Candida pump triplex, Nile Red efflux | hit rate 0.44% among 330,000 | inhibition, % at 10 µM;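 active means plate passing quality check with inhibition over a set limit, or well fluorescence over plate mean plus 4 SD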;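 further: Nile Red retained in pooled yeast measured as flow cytometry median fluorescence; 0% = buffer negative control and 100% = Enniatin B positive control; higher means more Nile Red kept so more efflux inhibition; some compounds called inactive have numbers as strong as hits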
CTSL1 counter: counter-screen for PFM18AAP inhibitors: inhibitors of F. hepatica cathepsin L1 | AID 1906 | hit rate 0.49% among 300,000 | inhibition, % at 5.96 µM | recombinant F. hepatica cathepsin L1, Z-Leu-Arg-MCA fluorescence;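 active means inhibition above the mean of all tested compounds plus 3 SD, set per screening campaign, cut at about 17% in these data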;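 further: 0% = plate median of test compound wells and 100% = 1 µM Z-Phe-Ala-diazomethylketone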
PREPL inh: human PREPL enzyme inhibition | recombinant PREPL, fluorescence polarization activity-based probe | Q4J6C6 | inhibition, % at 5.96 µM | AID 2751 | hit rate 0.68% among 320,000; in the data active means inhibition above about 43%;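 further: 0% = enzyme with DMSO and 100% = wells lacking enzyme; many of its hits are not listed in these tables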
Target sequence (Q4J6C6 whole entry, looked up): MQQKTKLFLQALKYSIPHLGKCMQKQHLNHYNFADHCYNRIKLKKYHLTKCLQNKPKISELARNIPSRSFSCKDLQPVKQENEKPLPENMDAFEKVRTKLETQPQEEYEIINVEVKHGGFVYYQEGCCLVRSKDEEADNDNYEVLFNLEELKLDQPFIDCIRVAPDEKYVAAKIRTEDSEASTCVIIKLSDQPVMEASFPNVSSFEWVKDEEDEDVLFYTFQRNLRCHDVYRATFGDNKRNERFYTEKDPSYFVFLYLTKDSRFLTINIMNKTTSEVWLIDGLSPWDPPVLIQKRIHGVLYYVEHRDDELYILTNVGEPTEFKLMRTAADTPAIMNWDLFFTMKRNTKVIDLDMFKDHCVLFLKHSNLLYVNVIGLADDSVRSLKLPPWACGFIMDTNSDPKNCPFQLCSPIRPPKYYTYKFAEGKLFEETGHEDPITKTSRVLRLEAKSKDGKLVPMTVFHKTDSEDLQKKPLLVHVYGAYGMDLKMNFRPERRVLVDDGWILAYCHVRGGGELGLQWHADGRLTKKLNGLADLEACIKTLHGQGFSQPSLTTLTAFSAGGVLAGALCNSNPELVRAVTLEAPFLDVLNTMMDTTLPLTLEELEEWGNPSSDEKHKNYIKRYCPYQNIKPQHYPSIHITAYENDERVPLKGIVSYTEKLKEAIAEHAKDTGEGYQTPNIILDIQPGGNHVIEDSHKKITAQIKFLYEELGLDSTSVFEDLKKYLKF
PP5 primary: blocks human protein phosphatase 5 activity. hit rate 0.18% among 320,000. inhibition, % at 6.7 µM. purified PP5c, OMFP substrate fluorescence. P53041;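 active means inhibition above the campaign's mean inhibition across all tested compounds plus 3 SD, cut at about 9.5% in these data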;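 further: 0% = DMSO only and 100% = 100 µM cantharidin control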
PP1 inh: counter-screen for PP5 inhibitors: inhibitors of human PP1-alpha. inhibition, % at 6.7 µM. hit rate 0.9% among 320,000. purified PP1alpha, OMFP fluorescence. P62136;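 active means inhibition above the mean inhibition of all tested compounds plus 3 SD, computed separately for each screening campaign, cut at about 15% in these data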
An asterisk follows results filed as active; ? = inconclusive; nt = not tested or not shown; & = joins results of further samples. Only part of the results is shown (hit frequency here may not be typical).

SMILES	core dimer inh	TPT1 inhibitor	GASC-1 inh	LYPLA2 inh	Efflux pump inh	CTSL1 counter	PREPL inh	PP5 primary	PP1 inh
C(=C\N1CCCCCC1)/c1nnnn1-c1ccc(-c2ccccc2)cc1	10	-1	-8	-8	-0.1	4	8	0.5	6
Cc1nonc1OCCNCCNc1ccccc1[N+](=O)[O-]	-5	-4	-8	3	0.0	-4	7	-0.3	1
Cc1ccc(NC(=O)CCCCCN2C(=O)c3ccccc3C2=O)nc1	-1	1	3	8	-0.1	0	-5	1.8	-2
O=C(O)COc1ccc2c(c1)O/C(=C\c1ccco1)C2=O	-6	1	9	-2	-1.5	2	11	-0.9	-2
CC(=O)Nc1ccc(S(=O)(=O)Nc2ccccc2C(=O)NCc2cccnc2)cc1	4	-4	0	3	-0.1	2	-7	1.4	1
NS(=O)(=O)c1ccc(CCNC(=O)COC(=O)c2nc(Cl)ccc2Cl)cc1	nt	nt	-8	-2	0.0	nt	5	-1.2	-5
CCC(=O)c1cn(CCOc2ccccc2OC)c2ccccc12	-1	-5	-7	0	0.4	5	0	-1.3	4
CCn1c(SC(C)C(=O)NCC2CCCO2)nc2scc(-c3ccccc3)c2c1=O (stereo not given)	2	0	-7	-1	0.1	3	0	-0.8	2
CSc1ncccc1C(=O)N1CCCC(CCC(=O)NCc2ccc(F)c(F)c2)C1 (stereo not given)	1	-1	4	8	-0.1	-1	-2	1.1	1
Cc1ccc(S(=O)(=O)N2CCC(=O)N(CCOCc3cccc(C)c3)CC2)cc1	6	0	2	6	0.2	0	17	2.7	-1
Cc1ccc(NC(=O)CSc2nnc(-c3ccoc3C)n2CCCN(C)C)cc1Cl	-1	3	-9	6	-0.1	-3	27	-0.9	-2
Cn1c(C(N)=O)cnc1Sc1ncc(C(F)(F)F)cc1Cl	-1	1	6	-1	0.0	0	-6	-1.1	-5
Cc1ccccc1N(C(=O)Cn1nnc2ccccc21)C(C(=O)NCc1ccco1)c1ccncc1 (stereo not given)	-5	-7	-4&-4	2	0.1	-1	9	-0.7	0
O=C(O)CC(CC(=O)O)(C(=O)O)c1ccccc1	-2	1	0	7	0.3	1	9	-0.5	1
COc1ccc(-c2cccc(NS(=O)(=O)c3cc([N+](=O)[O-])ccc3C)c2)nn1	7	3	-5	-2	0.0	5	3	0.3	-1
CC(=O)c1cc(F)c(N2CCN(C(=O)COc3ccccc3F)CC2)cc1C	4	-1	3	5	0.1	2	-5	-0.4	0
CCN(CC)C(=O)CN(C)S(=O)(=O)c1cccc2nsnc12	-5	1	-10	1	0.4	-4	10	2.9	-4
COc1ccc(CN2CC34C=CC(O3)C(C(=O)O)C4C2=O)cc1 (stereo not given)	6	0	0	-5	-0.1	4	-2	0.5	-12
Cc1cccc(CN2CCC(CNC(=O)CCNC(=O)Cn3ccc4ccccc4c3=O)CC2)c1	-4	-8	2	8	-0.2	1	30	3.5	4
CC(C)c1nnc(NC(=O)Cn2nc(-c3ccc4c(c3)OCCO4)ccc2=O)s1	1	3	?	-2	0.2	0	14	-0.5	-2
O=C(COCc1cc(-c2ccc3c(c2)OCO3)on1)N1CCN(c2cccc(Cl)c2)CC1	5	-3	-6	8	0.0	-3	-8	0.3	-5
COc1ccc(F)cc1S(=O)(=O)n1cnc2ccccc21	-6	0	21	5	-0.1	0	-1	1.1	-2
CN(Cc1ccccc1)S(=O)(=O)c1cccs1	1	3	2	3	-0.8	-3	-9	-0.4	5
Cc1cc(NC(=O)c2ccc(-c3ccc(F)c(Cl)c3)o2)no1	6	0	1	-2	-0.1	6	6	0.1	7
CC(c1ccccc1F)n1cc(C(=O)NCc2ccncc2)nn1 (stereo not given)	-2	1	2	-1	-0.1	-9	-10	-1.8	-5
SMILES	core dimer inh	TPT1 inhibitor	GASC-1 inh	LYPLA2 inh	Efflux pump inh	CTSL1 counter	PREPL inh	PP5 primary	PP1 inh
Cc1cc(C)n2ncnc2n1	0	-2	0	9	0.0	-1	-6	0.6	-6
COc1cccc(NC(=O)CN(C)C(=O)CSc2nc(C)cc(C)n2)c1	nt	nt	-5	5	0.1	nt	1	0.2	-2
Cn1c(SCc2nc(-c3ccccc3)no2)nnc1-c1ccco1	1	-3	-4	-3	0.0	-4	12	-0.3	0
CN(CCC(=O)Nc1cc(S(=O)(=O)N(C)C)ccc1Cl)CC(=O)Nc1ccc(F)cc1	-17	1	20	-4	0.2	1	8	0.4	-2
CCOC(=O)CC(NC(=O)Cn1nnc(-c2ccccc2C)n1)c1ccc(OC)cc1 (stereo not given)	-3	-3	0	3	-0.1	7	-1	3.7	1
CCOC(=O)Cn1c(=O)c(C#N)cn(C(C)C)c1=O	-2	-1	16	-1	0.2	7	6	-1.0	2
O=C(/C=C/c1ccncc1)c1ccc(NC(=O)c2ccccc2F)cc1	4	4	-5	-25	0.1	-1	-14	2.8	1
CCNc1c(NC(=O)C2CCC(C)CC2)c(=O)oc2ccccc12 (stereo not given)	-8	2	3	5	0.1	-1	4	-1.0	2
C/C=C/c1c(F)c(F)c(Oc2ccc(C(=O)O)cc2)c(F)c1F	5	0	23	0	0.3	3	17	3.0	-2
CCN(CC1COc2ccccc2O1)C(=S)Nc1ccc(F)cc1 (stereo not given)	7	0	-7	6	0.0	1	4	-0.1	-1
COC(=O)c1sc2ncn(N)c(=O)c2c1C	-3	-2	-108	-2	0.4	1	-6	3.0	-3
Cc1cc(C)c2c(C(C)(C)C)nn(-c3ccccc3)c2n1	-8	-6	8	5	-0.1	0	14	-2.0	-2
COc1cc(O)sc1C=Nc1ccc(Cl)cc1Cl	14	0	2	-4	-0.1	1	7	1.2	-1
COc1cccc(-c2cc(C(=O)Nc3ccc4c(c3)OCO4)no2)c1	-3	2	-10	-1	0.0	-1	-6	4.2	-5
Cc1cccc(NC(=S)Nc2c(C)n(C)n(-c3ccccc3)c2=O)c1C	4	0	7	2	0.2	-4	13	3.0	-4
O=C(/C=C/c1cccs1)N1CCOCC1	-1	-1	-2	4	0.1	1	-1	-0.5	2
C=CCn1c(=N)c(C(=O)NCCCOC)cc2c(=O)n3ccccc3nc21	0	-6	-5	-3	0.1	4	12	3.6	-5
COC(=O)c1cc(-c2ccc(OC)cc2)on1	-2	-3	13	4	0.0	-1	2	1.6	1
O=c1c2c3c(sc2nc2n1CCCCC2)CCCC3	8	-1	2	2	0.0	-1	-1	1.8	4
COc1ccc(OCCCCn2c(CO)nc3ccccc32)cc1	-2	1	16	5	-0.1	4	-7	6.2	-2
Fc1ccc(-n2c(Cc3ccccc3)nnc2SCc2nc(-c3cccs3)no2)cc1	2	-3	14&-1	6	0.1	1	37	1.5	1
Cc1onc(-c2c(F)cccc2Cl)c1C(=O)O/N=C(\N)c1ccc([N+](=O)[O-])o1	-1	0	17	-1	0.0	5	9	-2.1	0
CCCc1nc2ccccc2c(C(=O)OCC(=O)Nc2ccc(S(=O)(=O)N3CCOCC3)cc2)c1CC	7	5	6	-68	0.1	7	6	8.5	1
COc1ccc(N(CC(=O)N2CCN(C)CC2)S(=O)(=O)c2ccccc2)cc1	10	-2	13	0	0.0	-2	-7	1.4	1
Cc1onc(-c2ccccc2)c1C(=O)OCc1nnc(-c2ccccc2)o1	2	2	-4	4	0.0	1	-8	1.8	0
SMILES	core dimer inh	TPT1 inhibitor	GASC-1 inh	LYPLA2 inh	Efflux pump inh	CTSL1 counter	PREPL inh	PP5 primary	PP1 inh
COc1ccc2[nH]c(-c3ccccc3)cc2c1	-8	-1	-4	5	-0.1	4	27	0.3	3
O=C(CCCN1C(=O)/C(=C/c2ccccc2Cl)SC1=S)N1CCCC1	17	0	-1	4	0.1	4	25	4.8	12
c1ccc(-c2nc(CSc3n[nH]c(-c4cccs4)n3)cs2)cc1	3	1	-7	-5	-0.1	3	6	1.4	2
O=C(COC(=O)c1nc(Cl)ccc1Cl)NCc1ccc(Cl)cc1	nt	nt	7	3	0.0	nt	-8	-0.4	-4
O=C(COC(=O)CCCC1=NS(=O)(=O)c2ccccc2N1)Nc1ccc(Br)cc1	5	-1	-11	-5	-0.1	-6	-7	3.0	0
O=C(CC1C(=O)CCCC1=O)c1ccccc1	0	-1	1	5	-0.1	6	-10	-0.7	-2
C/C=C1\COC(C(=O)NCc2ccncc2)(C(F)(F)F)C=C1C=C1CCCCC1 (stereo not given)	-5	3	-20	-4	0.1	2	7	2.1	5
Cc1ccc(-c2ccc(/C=N/NC(=O)Cc3nnc(N)s3)o2)cc1Cl	3	1	-14	-4	0.0	2	0	1.9	3
Cc1cc(=O)[nH]c(SCC(=O)c2c(N)n(C)c(=O)n(C)c2=O)n1	0	-5	8	-6	-0.4	2	12	-3.5	0
Nc1nonc1-n1nnc(C(=O)N/N=C/c2ccoc2)c1CSc1ccc(Cl)cc1	10	0	6	-9	-0.2	7	10	-0.5	3
CCN1CCN(CCOc2cccc(Cl)c2Cl)CC1	-5	-1	-41	22	0.0	5	9	1.4	-1
Oc1ccc(C[C@@H]2CNCCN2CC2(c3ccccc3)CC2)cc1	-25	0	5	-2	-0.1	-5	0	2.2	-1
O=C1C=C(N2CCN(C3=CC(=O)CCC3)CC2)CCC1	-11	-2	-4	8	0.0	4	-3	0.0	-2
CCOC(=O)CSC1=C(C#N)C(c2ccco2)C(C(=O)OCc2ccccc2)=C(C)N1 (stereo not given)	0	2	1	-5	0.3	1	4	6.5	-2
Cc1cccc(C)c1NC(=O)CSc1nnc([C@@H]2CCCN2C(=O)OC(C)(C)C)o1	-3	1	-3	6	0.2	1	12	5.0	-6
O=C(COC(=O)/C(=C/c1cccs1)c1cccs1)NC(c1ccccc1)c1ccccc1	28	1	1	-2	-0.3	-6	-39	4.3	20*
CSc1ccccc1-c1nnc(-c2ccc(Cl)cc2Cl)o1	17	-2	8	2	-0.1	2	-6	1.5	-2
O=C(N/N=C1/CCSC1)c1cc(Br)ccc1O	1	-4	0	-3	-0.1	1	6	0.3	0
COc1ccc(C2(C)NC(=O)N(CC(=O)NCc3ccccc3F)C2=O)cc1 (stereo not given)	-3	0	-7	2	0.0	-4	-1	2.1	2
CCOc1ccc(S(=O)(=O)NC(C)C(=O)NCc2ccncc2)cc1 (stereo not given)	-11	-7	-10	-1	-0.1	-1	-2	0.5	-3
CCC(C)[C@H]1COCCS(=O)(=O)N1Cc1ccccc1 (stereo not given in full)	-8	-1	5	6	-0.1	0	-4	0.5	1
Cc1nc(C)c(C(=O)Nc2cccc(C)c2C)o1	2	1	-9	0	-0.1	-1	1	0.7	1
O=C(CCSc1ccc(Cl)cc1)NCc1ccccn1	-1	-1	-7	-1	-0.1	1	6	-2.0	-4
COc1ccc(OC)c(C(Nc2ccccc2)P(=O)(OC(C)C)OC(C)C)c1 (stereo not given)	2	3	8	-3	0.1	4	3	-0.8	-3
Cc1cc(-c2nnc(SCC(=O)Nc3ccc(Cl)cn3)n2N)n[nH]1	-4	4	10	3	0.1	2	5	2.9	-5
CC(C)CCn1c(SCC(=O)N2CC(=O)Nc3ccccc32)nc2scc(-c3cccs3)c2c1=O	10	-3	11	-9	-0.1	-2	5	3.6	2
Cc1ccc(CNC(=O)C(=O)NCC2OCCN2S(=O)(=O)c2ccc(Cl)cc2)cc1 (stereo not given)	-13	-4	-12	6	-3.7	1	15	1.6	0

Screening results (PubChem BioAssay)
